Compound activity from PubChem BioAssay.
a7 integrin act: qHTS for Activators of Integrin-Mediated Alleviation for Muscular Dystrophy | Potency, µM (top dose mostly 38.3 µM), without a hit: at the highest dose activation, usual class: activators | 0.064% of 350,000 active | alpha7betagal myoblasts, beta-gal FDG fluorescence, 48 h;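 further: potency means the concentration at half of the fitted maximal effect; 100% = response of the positive control SU9516; nearly all actives have a fitted effect of over 60% in size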
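Alpha7betagal+/- myoblasts (passage 13) were plated 16-24 hr, then exposed to compounds (1:260 dilution of DMSO stock) for 48 hours at 37C. After MPER lysis, β-galactosidase reporter activity was read as FDG fluorescence (ex 480/em 540) after 30 minutes.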
PTAP TSG101 blk: qHTS Assay for Iinhibitors of HIV-1 Budding by Blocking the Interaction of PTAP/TSG101 | Tumor susceptibility gene 101 protein (Homo sapiens), Q99816 | Fluorescence polarization, FITC-PTAP peptide / Tsg101 binding | Potency, µM (top dose mostly 115 µM), for the others: at the highest dose activity change, negative = inhibition, usual class: inhibitors | 340,000 tested, under 10 active; active means well fitted inhibition curve with a large enough effect in the main read-out, with a control signal flat, not every such curve was filed as active; inconclusive means small, poorly fitted or top-dose-only effect, or effect the other way, or a change in a side signal; inactive means no such curve, though single readings can be large or run the other way; further: potency means the concentration at half of the fitted maximal effect; % of control where 0% means no effect
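Fluorescence polarization binding of Tsg101 binding domain (10 uM final) to FITC-labeled PTAP peptide (50 nM final) in HEPES pH 7.5 buffer with NaCl, Tween 20, EDTA, TCEP. Compounds added before peptide; binding 20 min at RT.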
Mito fusion act: qHTS Assay for Small Molecule Inhibitors of Mitochondrial Division or Activators of Mitochondrial Fusion; S. cerevisiae fusion-defective mutant growth rescue, CellTiterGlo 48 h; Potency, µM (titrated, usually from 46.1 µM), for the others: top-dose growth rescue (activation), most hits filed as activators; 0.23% of 320,000 active; AID 485298, 2010;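 further: potency means the concentration at half of the fitted maximal effect; % of control where 0% means no effect; nearly all actives have a fitted effect of over 45% in size; temperature-sensitive fusion mutants such as fzo1-1 at 37 °C on non-fermentable ethanol glycerol medium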
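Growth-rescue viability read-out: after 48 h at the non-permissive 37C in glycerol/ethanol YPEG, yeast mitochondrial fusion mutants are measured by CellTiterGlo luminescence; compounds (23 nl pinned per well) restoring growth score as division inhibitors or fusion activators.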
CXXC DNA block: qHTS Fluorescence Polarization Assay for Inhibitors of MLL CXXC domain - DNA interaction; Histone-lysine N-methyltransferase 2A (Homo sapiens), Q03164; Potency, µM (series often up to 115 µM), inactives show at the highest dose activity change, negative = inhibition, usual class: inhibitors; 0.037% of 290,000 active; MLL-CXXC / FITC-HOXA9 DNA fluorescence polarization; active means well fitted inhibition curve with a large enough effect in the polarisation, with a control signal flat, not every such curve was filed as active; inconclusive means small, poorly fitted or top-dose-only effect, or effect the other way, or a change in a side signal; inactive means no such curve, though single readings can be large or run the other way; the % refers to the polarisation; further: potency means the concentration at half of the fitted maximal effect
Target sequence (Q03164 whole entry, looked up, the tested form may be a part): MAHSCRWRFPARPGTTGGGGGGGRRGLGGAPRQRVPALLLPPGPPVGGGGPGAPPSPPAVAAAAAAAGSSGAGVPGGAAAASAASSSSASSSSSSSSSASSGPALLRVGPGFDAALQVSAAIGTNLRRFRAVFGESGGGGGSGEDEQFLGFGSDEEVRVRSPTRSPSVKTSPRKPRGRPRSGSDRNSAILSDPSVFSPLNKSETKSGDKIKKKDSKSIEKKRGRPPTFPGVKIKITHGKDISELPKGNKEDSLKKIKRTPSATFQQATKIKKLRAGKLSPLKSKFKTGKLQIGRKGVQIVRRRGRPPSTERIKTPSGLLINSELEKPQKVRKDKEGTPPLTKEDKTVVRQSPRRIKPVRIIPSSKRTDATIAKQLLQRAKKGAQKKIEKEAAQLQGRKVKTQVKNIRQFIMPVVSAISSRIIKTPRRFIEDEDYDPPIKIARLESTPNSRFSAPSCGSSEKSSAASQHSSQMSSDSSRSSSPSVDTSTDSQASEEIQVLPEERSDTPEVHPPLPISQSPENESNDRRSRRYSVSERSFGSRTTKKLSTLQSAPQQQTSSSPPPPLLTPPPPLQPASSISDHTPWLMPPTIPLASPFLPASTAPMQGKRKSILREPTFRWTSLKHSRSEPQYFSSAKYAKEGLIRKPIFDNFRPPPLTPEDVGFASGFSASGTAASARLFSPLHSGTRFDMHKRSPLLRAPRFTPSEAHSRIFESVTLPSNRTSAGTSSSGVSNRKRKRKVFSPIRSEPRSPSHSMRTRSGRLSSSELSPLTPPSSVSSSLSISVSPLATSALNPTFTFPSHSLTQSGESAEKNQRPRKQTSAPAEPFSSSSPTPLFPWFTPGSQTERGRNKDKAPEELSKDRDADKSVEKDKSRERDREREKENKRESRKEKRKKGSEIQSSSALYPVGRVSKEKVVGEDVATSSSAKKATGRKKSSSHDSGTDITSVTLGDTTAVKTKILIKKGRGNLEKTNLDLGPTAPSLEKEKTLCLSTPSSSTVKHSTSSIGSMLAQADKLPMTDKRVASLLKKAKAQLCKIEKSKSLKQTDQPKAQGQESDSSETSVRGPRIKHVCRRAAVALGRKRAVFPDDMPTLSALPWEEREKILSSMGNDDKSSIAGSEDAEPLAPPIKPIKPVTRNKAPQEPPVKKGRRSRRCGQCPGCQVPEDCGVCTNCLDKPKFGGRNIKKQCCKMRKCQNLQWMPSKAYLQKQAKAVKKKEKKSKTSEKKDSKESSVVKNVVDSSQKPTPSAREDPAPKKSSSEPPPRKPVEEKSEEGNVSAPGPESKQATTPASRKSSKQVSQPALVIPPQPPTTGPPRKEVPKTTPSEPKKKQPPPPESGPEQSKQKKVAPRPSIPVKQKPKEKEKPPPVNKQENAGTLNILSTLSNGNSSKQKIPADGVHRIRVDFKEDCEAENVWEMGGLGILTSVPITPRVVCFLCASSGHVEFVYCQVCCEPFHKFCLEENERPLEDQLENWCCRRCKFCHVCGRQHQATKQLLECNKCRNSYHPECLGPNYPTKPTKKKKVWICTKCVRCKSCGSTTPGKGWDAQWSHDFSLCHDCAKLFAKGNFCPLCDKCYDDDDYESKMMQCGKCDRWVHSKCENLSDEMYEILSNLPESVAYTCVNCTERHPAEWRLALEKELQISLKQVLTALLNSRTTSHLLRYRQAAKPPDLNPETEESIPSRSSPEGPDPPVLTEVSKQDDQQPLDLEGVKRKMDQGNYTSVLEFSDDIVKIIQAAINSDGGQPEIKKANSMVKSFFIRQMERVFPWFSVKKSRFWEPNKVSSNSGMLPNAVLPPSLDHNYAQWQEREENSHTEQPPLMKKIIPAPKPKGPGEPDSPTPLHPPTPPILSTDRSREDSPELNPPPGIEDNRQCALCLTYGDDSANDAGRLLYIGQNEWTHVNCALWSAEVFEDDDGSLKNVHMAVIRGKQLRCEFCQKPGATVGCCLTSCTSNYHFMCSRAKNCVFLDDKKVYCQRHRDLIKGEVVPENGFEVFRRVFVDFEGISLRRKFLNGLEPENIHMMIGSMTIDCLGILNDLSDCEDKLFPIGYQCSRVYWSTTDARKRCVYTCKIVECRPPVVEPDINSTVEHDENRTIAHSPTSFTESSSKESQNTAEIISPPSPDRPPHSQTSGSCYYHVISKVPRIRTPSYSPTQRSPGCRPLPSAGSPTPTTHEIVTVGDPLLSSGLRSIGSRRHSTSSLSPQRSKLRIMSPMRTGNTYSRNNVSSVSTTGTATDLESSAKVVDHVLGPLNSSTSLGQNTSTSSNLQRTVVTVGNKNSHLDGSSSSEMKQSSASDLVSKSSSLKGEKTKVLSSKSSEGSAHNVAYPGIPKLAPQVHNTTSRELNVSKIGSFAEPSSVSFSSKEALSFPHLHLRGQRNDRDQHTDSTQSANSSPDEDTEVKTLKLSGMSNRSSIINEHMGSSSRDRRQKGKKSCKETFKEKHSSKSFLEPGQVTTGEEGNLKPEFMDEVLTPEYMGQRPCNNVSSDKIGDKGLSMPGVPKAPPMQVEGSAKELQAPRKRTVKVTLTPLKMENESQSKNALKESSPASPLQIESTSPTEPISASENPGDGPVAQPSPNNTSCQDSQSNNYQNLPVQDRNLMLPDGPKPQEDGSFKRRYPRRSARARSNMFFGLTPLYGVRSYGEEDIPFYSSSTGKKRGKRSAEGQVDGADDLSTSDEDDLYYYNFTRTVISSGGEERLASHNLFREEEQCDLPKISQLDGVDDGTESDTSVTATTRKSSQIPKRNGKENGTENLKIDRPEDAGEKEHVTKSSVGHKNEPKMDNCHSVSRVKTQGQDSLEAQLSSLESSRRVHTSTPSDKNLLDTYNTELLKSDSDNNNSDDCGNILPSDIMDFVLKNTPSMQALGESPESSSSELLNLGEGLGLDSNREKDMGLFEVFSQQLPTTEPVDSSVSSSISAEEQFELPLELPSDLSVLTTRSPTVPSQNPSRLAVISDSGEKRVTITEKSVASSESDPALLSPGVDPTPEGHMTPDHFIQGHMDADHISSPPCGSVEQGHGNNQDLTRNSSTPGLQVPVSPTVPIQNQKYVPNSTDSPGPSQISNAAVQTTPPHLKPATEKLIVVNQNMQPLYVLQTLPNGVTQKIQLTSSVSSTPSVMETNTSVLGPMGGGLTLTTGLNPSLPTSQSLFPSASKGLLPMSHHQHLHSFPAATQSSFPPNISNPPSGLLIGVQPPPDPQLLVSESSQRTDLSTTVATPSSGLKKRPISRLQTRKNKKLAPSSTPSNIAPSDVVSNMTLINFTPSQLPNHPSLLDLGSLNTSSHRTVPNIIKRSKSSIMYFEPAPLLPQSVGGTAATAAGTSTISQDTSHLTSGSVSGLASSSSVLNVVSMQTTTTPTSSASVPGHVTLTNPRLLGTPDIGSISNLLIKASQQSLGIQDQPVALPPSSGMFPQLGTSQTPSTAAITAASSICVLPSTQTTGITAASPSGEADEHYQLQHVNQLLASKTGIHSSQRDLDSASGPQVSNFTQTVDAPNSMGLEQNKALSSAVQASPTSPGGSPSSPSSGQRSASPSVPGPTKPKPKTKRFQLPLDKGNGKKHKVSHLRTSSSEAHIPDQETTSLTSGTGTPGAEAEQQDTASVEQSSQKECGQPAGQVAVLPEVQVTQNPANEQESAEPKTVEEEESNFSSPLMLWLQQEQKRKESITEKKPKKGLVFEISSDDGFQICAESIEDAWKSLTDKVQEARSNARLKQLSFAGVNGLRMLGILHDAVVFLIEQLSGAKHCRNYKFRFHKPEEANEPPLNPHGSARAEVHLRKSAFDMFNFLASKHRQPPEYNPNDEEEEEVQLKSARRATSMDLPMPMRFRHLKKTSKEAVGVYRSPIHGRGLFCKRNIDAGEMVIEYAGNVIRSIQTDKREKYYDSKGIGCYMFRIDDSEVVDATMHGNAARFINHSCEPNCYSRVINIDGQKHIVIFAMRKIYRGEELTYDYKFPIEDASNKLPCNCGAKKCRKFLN
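Steps: dispense CXXC domain solution (7 uM) → pin compounds or unlabeled HOX-A9 DNA control → 5 min ambient → add FLSN-HOX-A9 solution (50 nM) → spin → 30 min ambient → fluorescence polarization. Tris pH 7.5/NaCl/DTT/BSA buffer.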
ASM inhibitor: Inhibitors of Secretory Acid Sphingomyelinase (S-ASM): qHTS; placental ASM, HMU-PC fluorogenic substrate, 60 min; 0.006% of 340,000 active; Potency, µM (titrated, usually from 57.5 µM), for the others: at the highest dose activity change, negative = inhibition, usual class: inhibitors; AID 504937, 2011; Sphingomyelin phosphodiesterase (Homo sapiens), P17405; further: potency means the concentration at half of the fitted maximal effect
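HMU-PC0 cleavage (9 uM final) by human placental ASM, 60 min at 37 °C following 10 min compound exposure at RT; stopped at pH 10, fluorescence Ex 386/Em 447 nm.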
TSHR antagonist: Antagonists of the Thyroid Stimulating Hormone Receptor: HTS campaign. TSHR-expressing cells, TSH-stimulated cAMP HTRF, 2 h; stronger effect = lower value. 0.2% of 330,000 active. activity change, negative = inhibition, % at 11.5 µM. Thyrotropin receptor (Homo sapiens), P16473. AID 504810, 2011;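 active means activity change below a set negative limit, meaning inhibition stronger than a set level, cut at about -70% in these data; inconclusive means activity change between two set negative limits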; further: on the % scale 0 is the no-effect control and ±100 the full control effect
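Inhibition of cAMP made by TSHR-expressing cells under TSH stimulation (4nM final, EC80; 2 h, 37 deg C) is quantified with a one-step lysis HTRF kit, anti-cAMP cryptate versus cAMP-d2.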
AT treatment: qHTS Assay for Identifying a Potential Treatment of Ataxia-Telangiectasia; […] A-T fibroblasts, KAP-1 phosphorylation AlphaLISA; neocarzinostatin DNA damage 30 min before lysis; AID 485349, 2010; Potency, µM (doses to about 57.5 µM), inactives show at the top dose activation, actives largely listed as activators; 0.19% of 320,000 active; further: potency means the concentration at half of the fitted maximal effect; % of control where 0% means no effect; nearly all actives have a fitted effect of over 45% in size
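hTERT-immortalized A-T patient fibroblasts ([…]), 500 cells/well in OPTI-MEM, 1% FBS, got compounds for 60 min, then NCS for 30 min at 37C. Lysates were then assayed for phospho-KAP-1 by AlphaLISA (anti-pKAP1 donor, anti-KAP1 acceptor beads), 6 hr at 25C.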
MBNL1 CUG block: qHTS Assay for Inhibitors of MBNL1-poly(CUG) RNA binding; TR-FRET MBNL1-His/biotin-(CUG)12 binding, 665/545 ratio; Potency, µM (highest dose often 57.5 µM), for inactives: at the highest dose activity change, negative = inhibition, hits mostly inhibitors; 0.036% of 280,000 active; active means well fitted inhibition curve with a large enough effect in the signal ratio, with a control signal flat, not every such curve was filed as active; inconclusive means small, poorly fitted or top-dose-only effect, or effect the other way, or a change in a side signal; inactive means no such curve, though single readings can be large or run the other way; the % refers to the signal ratio; further: potency means the concentration at half of the fitted maximal effect; on the % scale 0 is the no-effect control and ±100 the full control effect
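MBNL1-His + Biotin-(CUG)12, cpd titration 92 nM–58 uM; Tb anti-His Ab 0.055 ng/ul, SA-XL665 5 nM (final); 60 min RT; ratiometric 665/545 nm, Ex 340 nm; normalized to buffer and full-complex controls.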
Menin MLL FP TR: qHTS Assay for Inhibitors Targeting the Menin-MLL Interaction in MLL Related Leukemias: Competition With Texas Red Labeled MLL-derived Mutant Peptide. O00255. Menin + Texas Red MLL mutant peptide, fluorescence polarization. Potency, µM (top dose mostly 61.6 µM), for inactives: at the highest dose FP activity change, negative = inhibition, actives largely listed as inhibitors. 0.23% of 270,000 active; active means well fitted inhibition curve with a large enough effect in the polarisation, with a control signal flat, not every such curve was filed as active; inconclusive means small, poorly fitted or top-dose-only effect, or effect the other way, or a change in a side signal; inactive means no such curve, though single readings can be large or run the other way; the % refers to the polarisation; further: potency means the concentration at half of the fitted maximal effect; % of control where 0% means no effect; many of its hits are not listed in these tables
TCR act: Activators of T cell receptors: qHTS campaign; AID 504894, 2011; 330,000 tested, under 10 active; Potency, µM (series often up to 9.22 µM), for the others: top-dose activation of IL-2 secretion, most hits filed as activators; primary human leukocytes, anti-CD3, IL-2 HTRF, 48 h; further: % of control where 0% means no effect
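IL-2 release read by HTRF sandwich (Eu cryptate donor, d2 acceptor, 665 nm emission) after 48 hr exposure of primary human leukocytes to compound together with anti-CD3 beads in the absence of co-stimulatory signals.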
Active calls of the source: *; ? = inconclusive; . = not tested or not shown; [ ] = remark or other dose. Unless noted, the call rests on the fitted dose curve; in most records, active means well fitted curve in the direction sought with a large enough effect; inconclusive means small, poorly fitted or top-dose-only effect, or another doubt; inactive means no such curve, though single readings can be large; an effect the other way counts as inactive or inconclusive.

SMILES	a7 integrin act	PTAP TSG101 blk	Mito fusion act	CXXC DNA block	ASM inhibitor	TSHR antagonist	AT treatment	MBNL1 CUG block	Menin MLL FP TR	TCR act
Cc1ccc(C(=O)N2CCN(c3ccc(C(F)(F)F)cn3)CC2)o1	12%	0%	.	.	-5%	-10	5%	.	.	-3%
COC(=O)/C(C#N)=C/c1c(-c2ccccc2)nc2n1CCS2	36%	-1%	2%	-5%	20%	2	-1%	?	.	-4%
O=C(OC(C(=O)Nc1ccc(Cl)c(C(F)(F)F)c1)c1ccccc1)C1=COCCO1 (stereo not drawn)	-4%	-5%	28%	8%	-16%	-4	9%	8%	?	-3%[46.1 µM]
Cc1ccc(NC(=O)C2CCCN2C(=O)OCc2ccccc2)cc1C (stereo not drawn)	?	-2%	5%	-3%	4%	-2	-2%	0%	.	-6%
CC(CC(=O)C1C(C)C=CCC1(C)C)NNC(N)=O (stereo not drawn)	24%	2%	-3%	-4%	0%	0	-3%	-3%	17%	3%
CCC(C)[C@H](NC(=O)[C@@H]1CSC2c3ccccc3C(=O)N21)C(=O)NCc1ccco1 (stereo partly drawn)	10%	-5%	-3%	2%	-2%	-6	5%	3%	15%	0%
C[C@@H]1CN([C@H](C)CO)C(=O)c2cc(NC(=O)Cc3ccccc3)ccc2O[C@H]1CN(C)Cc1ccc(Oc2ccccc2)cc1	-30%	1%	.	.	-2%	1	-3%	.	.	-2%
C=CCNc1sc(C(=O)c2cccs2)c(N)c1C#N	42%	-9%	1%	4%	24%	-7	-4%	31%[activator]	10%	5%[46.1 µM]
CN(C)CCSc1nnc2sc3ccccc3n12	14%	-2%	1%	0%	2%	-2	-4%	3%	23%	0%
CCOC(=O)CNC(=O)C1c2ccccc2C(=O)N(c2ccc(OC)cc2)C1c1ccc(OC)cc1 (stereo not drawn)	-4%	-9%	10%	-7%	1%	24	8%	-10%	4%	-2%
O=C(O)CN(CCO)CCN(CC(=O)O)CC(=O)O	.	.	-5%	-2%	.	3	-8%	12%	-3%	.
COc1ccc(OCC(=O)Nc2ccc(NC(=O)c3ccco3)c(C)c2)cc1	-15%	0%	3%	-2%	1%	-2	5%	-8%	5%	14%
O=C(OCC(=O)N1CCCC1)c1ccco1	?	-6%	5%	-2%	5%	-2	19%	0%	5%	13%
CC(C)C(=O)NC(c1ccc(N(C)C)cc1)c1c(O)ccc2ccccc12 (stereo not drawn)	-8%	-7%	-2%	2%	23%	-3	-5%	-9%	.	-1%
CC1CCCN(C(=O)c2ccc3c(c2)OCO3)C1 (stereo not drawn)	1%	0%	-1%	3%	4%	7	0%	-5%	-14%	10%
Cc1ccc(S(=O)(=O)NC(=O)Nc2nnc(C3CC3)s2)cc1	11%	0%	-2%	2%	2%	-6	-3%	-2%	33%[activator]	-9%
C=CCn1c(SCC(=O)/C(C#N)=C(\C)N)nnc1C1CCCCC1	3%	-10%	-3%	1%	5%	5	0%	-5%	0%	11%
CCOc1cc(NC(=O)c2ccccc2C(=O)O)c(OCC)cc1NC(=O)c1ccccc1F	1%	-3%	-7%	-16%	2%	11	-10%	4%	7%	-4%
COc1ccc([C@H]2CC(=O)C=C(c3cccc(CO)c3)C2)cc1OC	-34%	0%	-3%	.	3%	-4	6%	.	.	-3%
CCOc1ccc(C(=O)NN2C(=S)NC(C)(C)C=C2C)cc1	22%	0%	-3%	2%	5%	3	-1%	4%	.	26%
OCCN1CN=C(Nc2nc3ccccc3s2)NC1	-29%[7.66 µM]	-1%	3%	-2%	0%	-2	-4%	0%	24%	1%
COc1cc(C2(O)CCCCC2C)cc(OC)c1OC (stereo not drawn)	12%	-1%	-1%	1%	1%	5	26%	-11%	11%	-1%[46.1 µM]
Cc1ccc(OC(=O)c2sc3ncn(C)c(=O)c3c2C)cc1	36%	0%	-7%	2%	-2%	-12	-5%	2%	?	2%
O=C(CSc1nnc(Cc2ccccc2)o1)c1ccc(F)cc1	-19%	0%	19%	-14%	0%	-4	12%	-1%	.	1%
Cc1onc(-c2ccccc2)c1CNC(=O)CN1C(=O)c2ccccc2C1=O	9%	-10%	0%	5%	0%	-1	1%	-11%	.	-11%

New compounds follow
SMILES	a7 integrin act	PTAP TSG101 blk	Mito fusion act	CXXC DNA block	ASM inhibitor	TSHR antagonist	AT treatment	MBNL1 CUG block	Menin MLL FP TR	TCR act
Cc1noc(C)c1S(=O)(=O)N(C)C[C@H]1Oc2ccc(NC(=O)CCC(F)(F)F)cc2C(=O)N([C@H](C)CO)C[C@@H]1C	16%	.	.	.	5%	3	8%	.	.	14%
CCOC(=O)N1CCC(Nc2c(NCCCN3CCN(CC)CC3)c(=O)c2=O)CC1	6%	3%	-1%	-2%	-1%	7	0%	1%	.	-15%
COC(=O)c1cn(CCOc2ccccc2F)c2ccccc12	-26%	-1%	29%	-3%	-11%	12	-2%	-3%	15%	2%
CCC(=O)Nc1ccccc1C(=O)OCc1ccc(C(=O)c2ccccc2)cc1	-35%	-4%	-3%	-5%	-12%	-1	-3%	?	-24%	2%
O=C(Nc1ccc2ncccc2c1)c1ccccc1	-21%	-6%	1%	-10%	7%	-4	-10%	1%	9%	7%
O=C(CCC1CCCN(C(=O)c2ccoc2)C1)NCc1ccc(F)c(F)c1 (stereo not drawn)	0%	-7%	0%	12%	0%	-1	0%	-4%	-6%	3%
CC1(C)CN=C(c2ccccc2)NC1	-11%	-7%	.	.	2%	.	.	.	.	7%
CCC(c1nnnn1C1CCCCC1)N1CCN(C2CCCC2)CC1 (stereo not drawn)	-1%	0%	5%	4%	-1%	-4	1%	0%	?	0%
CC(=O)Nc1ccc(C(=O)N/N=C/c2ccc(F)cc2)cc1	10%	-3%	0%	-8%	0%	2	-1%	10%	-16%	0%
O=C(CSc1nc2ccccc2s1)N1c2ccccc2Sc2ccc(Cl)cc21	12%[7.66 µM]	1%	0%	23%	-2%	-7	7%	-8%	20µM*	.
CCn1nnnc1NCc1ccc(OCc2ccc(F)cc2Cl)c(OC)c1	-15%	-3%	-2%	12%	-3%	-14	-4%	-4%	12%	0%
CCOc1ccc(C2C(C(N)=O)=C(C)Nc3ncnn32)cc1OC (stereo not drawn)	4%	-2%	1%	6%	-1%	6	10%	-14%	1%	-8%
Oc1ccc(N2CCN(C(c3ccncc3)c3nnnn3C3CCCC3)CC2)cc1 (stereo not drawn)	-22%	2%	2%	4%	2%	-12	-2%	6%	-1%	0%
CCC1CC(C)(C(=O)Nc2ccc(S(N)(=O)=O)cc2)OC1=O (stereo not drawn)	2%	4%	-2%	-3%	5%	3	-2%	1%	11%	.
CCc1cc(C(=O)Cc2nc3ccccc3[nH]2)c(O)cc1O	-2%	-5%	1%	-14%	-3%	10	9%	-14%	13%	0%
Cc1ccc(C)c(SCC(=O)OCC(=O)c2ccco2)c1	-1%	-5%	-1%	5%	-1%	-3	-6%	2%	24%	7%
CN(C(=O)c1cccc(NC(=O)Cc2ccc(NC(=O)C3CCN(C(=O)C4CCC4)CC3)cc2)c1)C1CC1	0%	-3%	.	.	0%	.	.	.	.	-2%
O=C(Nc1ccc([N+](=O)[O-])cc1)C(=O)Nc1cccc(C(=O)O)c1	-15%	-4%	-2%	-1%	4%	-11	1%	?	.	-3%
Cc1ccc(NC(=S)NNC(=O)Nc2ccccc2)cc1	-3%	0%	-1%	-17%	0%	-4	2%	-13%	26%	-6%
O=C(Nc1nc(-c2ccccn2)cs1)c1ccc(Cl)s1	-30%	7%	1%	3%	-16%	13	0%	4%	-1%[11.7 µM]	1%
COc1cc(C(=O)NC(C)Cc2cccs2)cc(OC)c1OC (stereo not drawn)	-5%	1%	8%	6%	4%	-4	2%	3%	3%	-3%

Only part of the results is shown; rates above refer to the full screens.
